# DNMT1 block: DNMT1 (human) enzyme inhibition; P26358; DNMT1 molecular beacon, Hinp1I cleavage, fluorescence; inhibition (reported as % activation of signal), % at 10 µM; 360,000 tested, 0.83% active; AID 588458; in the data active = inhibition above about 50%
# NadD inh: inhibitors of Staphylococcus aureus NadD. purified NadD enzyme, colorimetric absorbance read-out. 360,000 tested, 0.78% active. inhibition, % at 20 µM. AID 602399; in the data active = inhibition above about 26%; also: some compounds past the cut are filed as inactive
# SUMO1-SIM PPI: SUMO1-SIM interaction modulation; P63165; SUMO1 binding to a labelled peptide, TR-FRET, 1 h; inhibition, % at 20 µM; 360,000 tested, 0.33% active; in the data active = inhibition above about 37%
# CendR NRP1 mod: alters CendR peptide binding to human NRP-1. FAM-RPARPAR peptide binding to NRP-1, fluorescence polarization. inhibition, % at 25 µM. 360,000 tested, 0.85% active. AID 602438;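 active = inhibition or corrected inhibition above about 18%, plus a signal ratio from 0.5 to 1.5, limit read from the data, passing the limit was not always enough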; also: strong numbers were not always called active
# STEP inh: blocks human striatal-enriched tyrosine phosphatase. 360,000 tested, 0.25% active. recombinant STEP, OMFP fluorogenic substrate, fluorescence. P54829. inhibition, % at 20 µM. AID 588621;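 active = inhibition at 20 µM, scaled per plate between control wells, above about 37%, limit read from the data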;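 also: 0% = DMSO with enzyme and substrate and 100% = substrate only without enzyme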
#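 Test system: STEP tyrosine phosphatase / Reagent: OMFP at 25 µM / Doses: 20 µM, 1% DMSO / Read-out: percent inhibition scaled to no-enzyme and uninhibited-enzyme controls, plate-pattern corrected / Detection: FITC-channel fluorescence of OMFP product / Medium: Bis-Tris buffer pH 6.0, 2.5 mM DTT, 0.005% Tween 20 / Schedule: 20 min at room temperature, dark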
# Tb MetRS inh: blocks T. brucei methionyl-tRNA synthetase activity; 360,000 tested, 0.4% active; inhibition, % at 11.9 µM; purified T. brucei MetRS, ATP depletion, Kinase-Glo luminescence;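 active = inhibition above a per-plate cutoff of the control wells' mean inhibition plus 3 SD, cut at about 5.5% in these data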;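 also: 0% = DMSO wells median and 100% = median of wells with control inhibitor compound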
#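 Measured by: Kinase-Glo luciferase luminescence reporting remaining unconsumed ATP. Material: purified T. brucei MetRS enzyme. Doses: 11.9 µM compound single dose, 0.9% DMSO. Medium: HEPES buffer containing pyrophosphatase, BSA, spermine, DTT. Times: 15 min preincubation, 2 h reaction, all 25 °C. Reagent: methionine, ATP and bulk E. coli tRNA.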
# Neddylation inh: inhibitors of human cullin neddylation; TR-FRET cullin neddylation, biochemical; calls only at 25 µM; 360,000 tested, 0.58% active; in the data active = inhibition above about 36%
# Target sequence (P61081 whole entry, looked up): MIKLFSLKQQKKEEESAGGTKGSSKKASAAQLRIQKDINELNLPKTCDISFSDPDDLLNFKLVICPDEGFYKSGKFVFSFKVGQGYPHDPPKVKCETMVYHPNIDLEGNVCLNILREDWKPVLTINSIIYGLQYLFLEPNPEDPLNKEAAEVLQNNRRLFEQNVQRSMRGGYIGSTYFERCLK
# Target sequence (Q13564 whole entry, looked up): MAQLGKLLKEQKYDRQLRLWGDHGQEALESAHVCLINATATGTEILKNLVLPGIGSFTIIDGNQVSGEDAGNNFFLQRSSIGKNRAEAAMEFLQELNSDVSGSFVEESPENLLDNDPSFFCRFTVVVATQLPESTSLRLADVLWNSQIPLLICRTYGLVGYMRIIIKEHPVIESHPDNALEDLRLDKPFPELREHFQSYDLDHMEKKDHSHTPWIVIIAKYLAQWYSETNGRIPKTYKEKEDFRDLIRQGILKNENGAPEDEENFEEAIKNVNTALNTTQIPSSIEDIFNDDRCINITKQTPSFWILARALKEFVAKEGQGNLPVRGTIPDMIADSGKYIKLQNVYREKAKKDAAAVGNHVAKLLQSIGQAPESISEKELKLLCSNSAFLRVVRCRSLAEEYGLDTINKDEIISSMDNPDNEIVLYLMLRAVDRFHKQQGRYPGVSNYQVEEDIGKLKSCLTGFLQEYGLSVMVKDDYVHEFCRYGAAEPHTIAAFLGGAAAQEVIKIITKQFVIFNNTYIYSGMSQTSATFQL
# LMPTP inh: blocks human LMPTP phosphatase; P24666; recombinant LMPTP-A, OMFP fluorogenic substrate, fluorescence intensity; inhibition, % at 20 µM; 360,000 tested, 0.22% active;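 active = compounds that cut the enzyme signal by at least half of the control window in the single-dose screen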;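 also: plate controls were DMSO wells with enzyme plus substrate for no effect and substrate without enzyme for full effect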
# Target sequence (P24666 whole entry, looked up): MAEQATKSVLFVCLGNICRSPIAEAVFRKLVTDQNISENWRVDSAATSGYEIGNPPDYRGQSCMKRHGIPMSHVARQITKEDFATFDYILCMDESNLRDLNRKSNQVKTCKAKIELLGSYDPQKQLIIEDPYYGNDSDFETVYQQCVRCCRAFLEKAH
#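 Assay system: LMPTP-A phosphatase enzyme | Input: 0.625 nM enzyme | Also added: Fluorogenic phosphatase substrate OMFP at 400 µM final | Compound dosing: One test concentration per compound, 20 µM, with 3% DMSO overall | Schedule: 50 min enzyme reaction at room temperature, protected from light | Signal: Fluorescence intensity | Benchmarks: no-enzyme and uninhibited controls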
# Scp1 inh: blocks human Scp-1 phosphatase activity; Q9GZU7; 340,000 tested, 0.88% active; inhibition, % at 20 µM; AID 493091; Recombinant Scp1, phosphopeptide, malachite green phosphate absorbance;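 active = inhibition above about 50% at 20 µM, limit read from the data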;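 also: plate controls were DMSO wells with enzyme for no effect and wells lacking enzyme for full effect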
# Target sequence (Q9GZU7 76-261 limits assumed): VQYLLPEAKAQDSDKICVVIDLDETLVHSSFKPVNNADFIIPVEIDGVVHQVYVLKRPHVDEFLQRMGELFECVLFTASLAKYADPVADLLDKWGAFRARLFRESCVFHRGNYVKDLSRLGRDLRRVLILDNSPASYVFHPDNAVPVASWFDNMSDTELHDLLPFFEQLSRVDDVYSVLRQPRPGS
#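 System: SCP-1 catalytic domain; Reagent: Phospho 17-mer peptide substrate; Doses: one concentration, 20 µM, with 1.0% DMSO; Incubation: 45 min room-temperature reaction, 5 min colour, 30 min stabiliser; Signal: Phosphate-binding colour reagent, absorbance read at 630 nm.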
# SKN-1 block: blocks SKN-1 activity in C. elegans. 360,000 tested, 0.49% active. C. elegans VP596 Pgst-4::GFP/RFP ratio, acrylamide-induced, 24 h. AID 624304. inhibition, % at 21.8 µM;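 active = interference check ratio from 0.5 to 1.5 plus GFP to RFP signal ratio inhibition reaching or exceeding a fixed threshold, cut at about 30% in these data, passing the limit was not always enough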; also: some compounds called inactive have numbers as strong as hits
# The depositor's hits bear a star; i = inactive; . = not tested or not shown. Rows were taken by chance, and some 4.6% of all compounds hit somewhere here.
# Results follow in this order: DNMT1 block	NadD inh	SUMO1-SIM PPI	CendR NRP1 mod	STEP inh	Tb MetRS inh	Neddylation inh	LMPTP inh	Scp1 inh	SKN-1 block
1: Cc1nc(Nc2nc3ccccc3o2)nc2c1CCC2
    2	1	2	0	-2	-1.3	i	1.4	12	-8
2: CCOc1cc(/C=N\NC(=O)C2C(=O)NCC2c2ccccc2)ccc1OC (stereo unspecified)
    0	1	-9	-8	0	-0.7	i	-0.9	-5	9
3: CC(C)(C)OC(=O)NCc1ccc(NC(=O)c2nc[nH]c2C(=O)NCCCNC(=O)c2[nH]cnc2C(=O)Nc2ccc(CNC(=O)OC(C)(C)C)cc2)cc1
    60*	17	2	-4	-4	-0.5	.	-4.0	1	8
4: NS(=O)(=O)c1ccc(NC(=S)NC(=O)c2ccc(Br)o2)cc1
    2	-3	3	-18	4	-1.6	i	0.1	-3	-6
5: C/C(=N\NC(=O)c1nnn(-c2nonc2N)c1-c1cccs1)c1ccc(O)cc1
    -5	0	1	-1	-3	0.0	i	0.9	-2	22
6: CCOP(=O)(OCC)C(NC(=O)NS(=O)(=O)c1ccc(C)cc1)c1ccccc1 (stereo unspecified)
    1	-7	1	-1	0	-0.9	i	0.2	4	5
7: Cc1ccc2nsnc2c1S(=O)(=O)NCCc1c(C)[nH]c2ccc(F)cc12
    -5	-10	-25	-6	0	0.2	i	1.7	-8	-5
8: CCCCN(CC)CCCNC(=O)Cn1nc(Cc2ccncc2)c2ccccc2c1=O
    3	-11	1	-1	0	0.2	i	2.1	-4	-25
9: COc1ccc(CCNc2nc3ccc(C)cc3n3cnnc23)cc1OC
    3	0	3	-1	0	-2.3	i	-0.2	-4	0
10: COc1ccc(-n2c(SCC(=O)NNC(=O)c3ccc(C)cc3)nnc2-c2ccncc2)cc1
    -1	8	2	15	-2	-0.1	i	0.4	-5	1
11: O=C(Nc1ccc(N2CCOCC2)nc1)c1ccc(C(F)(F)F)cc1
    2	-2	7	0	1	-0.7	i	-1.2	1	-8
12: CCOC(=O)N1CCN(C(=O)CC(C)S(=O)(=O)c2cc3c(cc2C)NC(=O)CO3)CC1 (stereo unspecified)
    -1	-6	-2	4	1	-0.5	i	-1.8	-20	20
13: COc1ccc(/C=C/C(=O)NCCc2ccc(S(N)(=O)=O)cc2)cc1
    0	-3	-4	0	0	-0.5	i	-1.4	-8	-1
14: COC(=O)c1ccc(C23CC4(C2)[C@H](CN(C)[C@@H]4c2ccccc2)C3c2ccc(C(F)(F)F)cc2)cc1 (stereo partly specified)
    9	5	0	-8	4	-0.2	i	2.7	4	14
15: O=C(Oc1ccc(-c2nnco2)cc1)c1ccco1
    6	-6	2	16	-2	-0.4	i	-0.4	1	1

# Next part, starting with the last 4 of the part before.
# Results follow in this order: DNMT1 block	NadD inh	SUMO1-SIM PPI	CendR NRP1 mod	STEP inh	Tb MetRS inh	Neddylation inh	LMPTP inh	Scp1 inh	SKN-1 block
12: CCOC(=O)N1CCN(C(=O)CC(C)S(=O)(=O)c2cc3c(cc2C)NC(=O)CO3)CC1 (stereo unspecified)
    -1	-6	-2	4	1	-0.5	i	-1.8	-20	20
13: COc1ccc(/C=C/C(=O)NCCc2ccc(S(N)(=O)=O)cc2)cc1
    0	-3	-4	0	0	-0.5	i	-1.4	-8	-1
14: COC(=O)c1ccc(C23CC4(C2)[C@H](CN(C)[C@@H]4c2ccccc2)C3c2ccc(C(F)(F)F)cc2)cc1 (stereo partly specified)
    9	5	0	-8	4	-0.2	i	2.7	4	14
15: O=C(Oc1ccc(-c2nnco2)cc1)c1ccco1
    6	-6	2	16	-2	-0.4	i	-0.4	1	1
16: Cc1cc(C)cc(OCCn2ccnc2)c1
    -1	0	0	3	1	-0.3	i	0.6	-4	-4
17: CCOC(=O)Cn1cnc2c(nnn2-c2ccccc2)c1=O
    3	11	-7	5	2	0.5	i	1.7	-17	6
18: COC(=O)c1[nH]c2cccc(C)c2c1NC(=O)CN1CCN(C(=O)c2ccco2)CC1
    -3	-1	-6	3	-6	-0.9	i	-0.8	0	7
19: Cc1ccc(OCC(=O)Nc2ccc(N(C)C)cc2)cc1
    -7	2	-2	4	-2	0.3	i	0.7	-7	2
20: COc1cc(OC)cc(-c2nnc(NC(=O)CCS(=O)(=O)c3ccc(C)cc3)o2)c1
    2	18	16	-4	0	-0.1	i	1.1	16	6
21: O=C(C1CC(=O)N(c2ccc(Cl)cc2)C1)N1CCCCCC1 (stereo unspecified)
    4	1	2	-8	-1	-0.3	i	-0.7	6	1
22: CCCc1c(C(=O)N/N=C(/C)c2ccncc2)nnn1-c1nonc1N
    35	-2	-8	5	0	-0.6	i	-2.7	-6	13
23: CCN(CC)Cc1c(C(=O)N/N=C/c2ccccn2)nnn1-c1nonc1N
    -1	-2	-9	-1	1	0.3	i	-2.0	-6	5
24: Cn1cccc1-c1nc2ccccc2n1C
    -2	-1	-1	-2	2	-1.0	.	-0.8	-3	8
25: Cc1cccc(C)c1NC(=O)CN(C)CC(=O)Nc1ccc(F)c(Cl)c1
    7	-6	-5	-3	-3	-1.0	i	-0.7	2	4
26: CC(Oc1ccc(-c2ccccc2)cc1)C(=O)N1CCOCC1 (stereo unspecified)
    2	-4	1	3	-5	-2.3	i	-0.8	1	-12
27: Cc1noc(NS(=O)(=O)c2ccc(NS(=O)(=O)c3ccc(Cl)cc3)cc2)c1C
    -2	0	15	2	1	-0.2	i	-1.6	-18	0
28: CCc1ccc(NC(=O)CN(c2cccc(C)c2)S(C)(=O)=O)cc1
    1	-5	-5	-6	2	-0.4	i	0.5	-11	5
29: CCN(C(=O)CSc1nc(-c2ccccc2)c(-c2ccccc2)[nH]1)C1CCS(=O)(=O)C1 (stereo unspecified)
    44	0	6	1	-1	0.4	.	1.5	0	-10
30: Brc1ccc(CSc2nnc(-c3cnccn3)n2Cc2ccco2)cc1
    0	-6	-2	-4	-3	-0.4	i	0.8	-8	11
31: CCC(=O)Nc1sccc1C(=O)OC
    2	-8	-2	8	0	-0.2	i	-2.3	-13	10
32: Nc1nc(NCC2CCCO2)nc(NCC2CCCO2)c1[N+](=O)[O-] (stereo unspecified)
    -3	-2	2	1	3	-0.1	i	-1.9	3	5
33: CC1CC2C(C(O)CC3(C)C2CCC3(O)C(=O)CO)C2(C)C=CC(=O)C=C12 (stereo unspecified)
    4	-2	0	-10	-4	-0.2	i	-1.3	16	14
34: N#Cc1c(C(F)(F)F)cc(-c2ccccc2)nc1SCC(=O)N1CCOCC1
    4	-1	-10	-7	2	-1.4	i	-1.5	0	3
35: Cc1ccc(C)c(COc2coc(CN3CCN(C(=O)c4ccco4)CC3)cc2=O)c1
    7	-6	2	0	1	-0.7	i	-0.5	4	10
36: CCOC(=O)Cn1cnc2c(nnn2Cc2ccc(Cl)cc2)c1=O
    2	-4	2	-9	0	-0.7	i	-0.7	-6	2
37: COc1ccc(S(=O)(=O)N2c3ccccc3OCC2c2ccccc2)cc1 (stereo unspecified)
    -6	-8	2	6	2	-1.0	i	2.6	-10	10
38: CC(C)N1CCC(C)(C(=O)Nc2cc(-c3ccccc3)nn2C)C1 (stereo unspecified)
    1	9	-4	1	-1	0.2	i	0.2	.	-12
39: CC1(c2ccc3ccccc3c2)NC(=O)N(CC(=O)N2CCN(c3ccccc3O)CC2)C1=O (stereo unspecified)
    -13	5	5	-6	4	-0.8	i	4.1	-2	1
40: Nc1ccc(/C=C/C(=O)c2ccco2)cc1
    -5	3	-16	-201	-5	-0.7	i	0.9	-6	15
41: CCc1cc(=O)oc2cc(OC(C)C(=O)NCC3CCC(C(=O)O)CC3)c(Cl)cc12 (stereo unspecified)
    0	1	4	2	-4	-0.2	i	-1.9	12	-2
42: CCOC(=O)c1c(C)[nH]c(C(=O)COC(=O)C(C)Oc2ccc(Cl)cc2Cl)c1C (stereo unspecified)
    -10	1	-1	-1	-4	-0.9	i	3.5	-4	3
43: COc1cccc(/C=N/NC(=S)Nc2cccc(C(=O)O)c2)c1O
    -1	3	-5	8	1	-0.2	i	-0.2	-12	9
44: COc1ccc(C2CC(c3ccccc3)=NN2C(=O)COC(=O)c2ccc(Cl)nc2)cc1 (stereo unspecified)
    4	4	-2	2	2	-0.7	i	2.7	-2	4
45: CCC1(CC)NC(=O)NC1=O
    2	4	0	15	2	-0.5	i	-0.9	-5	1
46: CNC(=O)/C(C#N)=C/c1cn(CC(=O)NCc2ccco2)c2ccccc12
    3	1	-25	-6	0	-0.1	i	-0.6	-2	-1
47: COC(=O)c1cc(NC(=O)c2ccc([N+](=O)[O-])cc2)c(=O)oc1C
    -3	2	-19	-6	-1	0.2	i	0.4	-4	-7
48: Cc1cccc(Cn2cnc3c(nnn3Cc3ccc(F)cc3)c2=O)c1
    -6	-4	5	-6	-2	0.1	i	0.7	-11	8
49: CN1CCN(C(=O)CC23CC4CC(CC(C4)C2)C3)CC1
    4	3	-1	-3	-4	-0.5	i	-0.6	3	2
50: CCOC(=O)c1[nH]c(C)c(C(=O)NC(C)CC)c1C (stereo unspecified)
    0	-1	7	4	-1	-0.2	i	-1.2	3	4
51: COC(=O)[C@H](C)NC(=O)Nc1ccc(OC)cc1OC
    1	0	2	16	1	0.4	i	0.3	1	12
52: COc1ccc(CNC(=O)C(=O)NCC2OCCN2S(=O)(=O)c2cccs2)cc1 (stereo unspecified)
    -3	1	1	-7	-2	0.2	i	0.5	-4	-3
53: Cn1c(SCC(=O)Nc2ccccc2C(F)(F)F)nc2c(c1=O)SCC2
    0	-10	-3	5	-2	0.3	i	0.1	-5	12
54: CCN(CC)CCNC(=O)c1ccc(NC(=O)Cc2ccc(OC)c(S(=O)(=O)N3CCOCC3)c2)cc1
    -10	4	-43	6	2	-0.2	i	-9.6	-3	2
55: NC(=S)NCc1cccnc1
    -1	3	-1	-6	-3	0.0	i	-3.5	-1	12
56: Cc1c(Cl)cccc1NC(=O)CNc1cccc(S(=O)(=O)N(C)C)c1
    -7	-3	4	-23	-5	0.7	i	-0.8	-4	2
57: CN(Cc1ccccc1)C(=O)COC(=O)c1cc(NS(=O)(=O)c2cccs2)ccc1O
    -2	2	-3	14	0	0.2	i	0.3	9	-13
58: CCOC(=O)C(Cc1c[nH]c2ccccc12)NC(=O)c1ccccc1Br (stereo unspecified)
    -2	-10	-4	3	1	-0.8	i	2.4	-14	18
59: Cc1cccc2sc(NNC(=O)C3COc4ccccc4O3)nc12 (stereo unspecified)
    -3	-2	-6	-4	0	-0.4	i	-0.1	-7	13
60: O=C(CSc1ncc(-c2ccccc2)nn1)NCc1ccco1
    2	4	-9	-7	-2	-0.8	i	-0.5	5	-3
